Source: PubChem
NPY-Y2 PAM-ag: potentiators or agonists of human neuropeptide Y receptor Y2; 220,000 compounds, 0.45% hits; cells expressing NPY-Y2, potentiator/agonist read-out; activation, % at 3.6 µM; AID 1359; P49146; in the data active = activation above about 27%;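 also: cells stimulated with NPY near EC25 plus isoproterenol at EC100; 0% = vehicle plus submaximal agonist and 100% = vehicle plus saturating agonist; some results beyond the cut were filed as inactive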
Target sequence (P49146 whole entry, looked up): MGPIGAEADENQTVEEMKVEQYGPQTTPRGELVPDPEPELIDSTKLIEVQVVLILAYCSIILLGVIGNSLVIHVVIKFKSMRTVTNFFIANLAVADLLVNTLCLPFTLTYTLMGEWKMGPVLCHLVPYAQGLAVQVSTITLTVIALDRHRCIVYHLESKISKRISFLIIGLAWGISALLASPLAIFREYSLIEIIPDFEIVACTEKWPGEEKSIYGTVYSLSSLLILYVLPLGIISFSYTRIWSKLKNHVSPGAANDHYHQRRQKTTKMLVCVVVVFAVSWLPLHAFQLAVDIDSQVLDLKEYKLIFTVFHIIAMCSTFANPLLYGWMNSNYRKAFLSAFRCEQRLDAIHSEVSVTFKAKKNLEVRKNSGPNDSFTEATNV
Hck Nef HTS: blocks Nef-activated human Hck kinase | Recombinant Hck-YEEI plus Nef, Z-Lyte FRET kinase assay | inhibition, % at 20 µM | 220,000 compounds, 0.68% hits;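 active = Hck-Nef kinase inhibition above about 50%, limit read from the data; inactive = inhibition below that limit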;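 also: 0% = DMSO with Hck plus Nef and 100% = Hck alone without Nef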
Mdm2 ligase inh: blocks human Mdm2 ubiquitin ligase activity | Q00987 | cell-based MDM2 ubiquitination luciferase reporter, 2 h; 0 = plate control, 100 = twice control, blank-subtracted | signal enhancement, % at 5 µM | 210,000 compounds, 0.11% hits;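 active = signal enhancement of 30% or more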;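 also: luminescence tracks abundance of the self-degrading MDM2-luciferase fusion protein; higher signal means inhibition of MDM2 E3 ligase activity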
Target sequence (Q00987 whole entry, looked up, the tested form may be a part): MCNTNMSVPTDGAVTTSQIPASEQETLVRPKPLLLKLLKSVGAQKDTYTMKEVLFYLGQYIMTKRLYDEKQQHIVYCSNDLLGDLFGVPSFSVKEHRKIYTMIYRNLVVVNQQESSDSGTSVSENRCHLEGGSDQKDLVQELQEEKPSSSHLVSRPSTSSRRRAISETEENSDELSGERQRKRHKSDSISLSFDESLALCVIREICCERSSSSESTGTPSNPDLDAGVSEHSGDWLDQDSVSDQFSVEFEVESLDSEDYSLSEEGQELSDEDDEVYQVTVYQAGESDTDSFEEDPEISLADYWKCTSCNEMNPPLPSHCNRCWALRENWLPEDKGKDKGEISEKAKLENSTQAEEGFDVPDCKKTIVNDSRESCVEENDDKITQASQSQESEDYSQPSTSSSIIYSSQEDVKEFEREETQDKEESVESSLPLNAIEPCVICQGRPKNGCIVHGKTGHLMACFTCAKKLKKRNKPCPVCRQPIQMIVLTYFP
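Assay system: stable mammalian line carrying autodegrading MDM2–luciferase fusion reporter; amount: 2000 cells seeded into each well; buffer or medium: DMEM; benchmarks: plate control and blank wells; signal: luciferase luminescence; timing: 2 h compound exposure at 37 °C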
Runt-SMMHC FRET: blocks binding of human RUNX1 Runt domain to CBFb-SMMHC | inhibition, % at 20 µM | 220,000 compounds, 0.74% hits | Cerulean-Runt/Venus-CBFb-SMMHC FRET ratio 530/480, 1 h | Q01196+Q13951 | AID 1434;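 active = mean inhibition across duplicate retests at 20 µM reaching about 50%, limit read from the data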;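 also: 0% = DMSO wells and 100% = wells with excess untagged CBFb-SMMHC; inhibitors lower the FRET ratio by blocking Runt binding to CBFb-SMMHC; some results filed as inactive read as strong as hits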
RBBP9 inhibitor: blocks human serine hydrolase RBBP9. O75884. recombinant RBBP9, FP-Rh probe fluorescence polarization. inhibition, % at 7.94 µM. 220,000 compounds, 0.2% hits. AID 1515;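 active = inhibition above the campaign mean of all tested compounds plus 3 SD, cut at about 14% in these data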;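 also: plate controls were DMSO wells with RBBP9 for no effect and wells lacking RBBP9 protein for full effect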
Target sequence (O75884 whole entry, looked up): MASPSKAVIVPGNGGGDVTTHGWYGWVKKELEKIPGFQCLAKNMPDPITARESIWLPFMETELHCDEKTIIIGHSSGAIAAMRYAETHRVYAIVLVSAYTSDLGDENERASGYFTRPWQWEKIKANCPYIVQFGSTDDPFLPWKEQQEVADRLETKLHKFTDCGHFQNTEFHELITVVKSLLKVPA
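Test system: recombinant human RBBP9; Timing: 30 min then 45 min, 25 °C; Detection: fluorescence polarization; Control set: RBBP9 with DMSO as uninhibited control, no-protein wells as full inhibition; Compound dosing: one concentration, 7.94 µM nominal, 0.794% DMSO; Probe or stimulus: FP-Rh activity-based probe, 375 nM before mixing.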
NPY-Y1 antag: blocks the human neuropeptide Y Y1 receptor; P25929; HEK293-CNG Y1 cells, membrane potential fluorescence; NPY at EC95, then isoproterenol; inhibition, % at 3.6 µM; 200,000 compounds, 1% hits;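 active = inhibition above the campaign mean inhibition of all tested compounds plus 3 SD, cut at about 20% in these data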;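 also: 0% = DMSO wells given NPY plus isoproterenol and 100% = isoproterenol alone without NPY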
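Material: HEK293 Y1/CNG channel cell line; also added: NPY (25 nM), isoproterenol (1 µM), Ro 20-1724 (25 µM); doses: one concentration, 3.6 µM, in 0.4% DMSO; schedule: compound incubation 1 h at room temperature, readout 45 min post-stimulation; technique: membrane potential fluorescence; measure: fluorescence ratio normalized to % inhibition between controls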
p97 inhibitor: human p97 ATPase inhibition | recombinant p97 ATPase, Kinase-Glo ATP luminescence, 3 h | inhibition, % at 8 µM | 220,000 compounds, 0.42% hits | AID 1481; in the data active = inhibition above about 15%;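 also: 0% = DMSO vehicle and 100% = wells lacking enzyme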
NPY-Y1 PAM-ag: human NPY-Y1 potentiation or agonism, primary screen. AID 1304. NPY-Y1 expressing cells, potentiator/agonist activation. P25929. 220,000 compounds, 0.37% hits. activation, % at 3.6 µM; in the data active = activation above about 33%, passing the limit was not always enough;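 also: cells stimulated with NPY at EC10 then isoproterenol at EC100; 0% = low agonist plus stimulus and 100% = saturating agonist plus stimulus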
Runt-CBFb FRET: inhibitors of human RUNX1 Runt domain binding to CBFb. Cerulean-Runt/Venus-CBFb FRET ratio 530/480, 1 h. inhibition, % at 20 µM. 220,000 compounds, 0.46% hits. AID 1496. Q01196+Q13951;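 active = inhibition over about 50% at 20 µM in the single-dose screen, limit read from the data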;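 also: 0% = DMSO wells and 100% = excess unlabeled CBFb competitor control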
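Measured by: fluorescence energy transfer, 422 nm excitation, 530/480 nm emission; Assay system: Cerulean-Runt domain; Medium: Tris pH 7.5 buffer with BSA; Measure: loss of energy transfer signal; Controls: 5 µM unlabeled CBFb as full-inhibition high control; Incubation: protein complex preformed 1 h, compound exposure 1 h, room temperature, dark.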
Starred values were filed as active, the others as inactive; nt = no result given.

item	canonical_smiles	NPY-Y2 PAM-ag	Hck Nef HTS	Mdm2 ligase inh	Runt-SMMHC FRET	RBBP9 inhibitor	NPY-Y1 antag	p97 inhibitor	NPY-Y1 PAM-ag	Runt-CBFb FRET
1	CC(=O)Nc1ccccc1-c1nc2ccc(C(=O)N3CCN(c4cccc(C)c4)C(C)C3)cc2[nH]c1=O (centres undefined)	4	4	-37	1	-15	2	-10	-17	1
2	CC1=NN(C(=O)COc2ccccc2)C(O)(c2ccccc2)C1 (centres undefined)	-9	2	-7	-2	-8	4	1	-18	0
3	COc1ccc(CCn2c(-c3ccc(C(C)(C)C)cc3)n[nH]c2=S)cc1OC	3	8	-14	10	-4	-1	-1	-21	6
4	O=C(Cc1ccccc1Cl)N1CCN(c2ncccn2)CC1	0	16	9	-1	6	-3	5	14	0
5	CCCCCc1c(C)nc(Nc2nc(C)c3cc(OC)ccc3n2)[nH]c1=O	-4	0	-15	-4	-7	-2	-4	5	-4
6	NNC(=O)c1ccc(CSc2nc3ccccc3s2)cc1	-10	-10	-86	2	-29	7	-2	-21	-2
7	Nc1ccccc1NC1CCCCC1	36*	22	-3	22	0	-3	3	33	16
8	CC(=O)Nc1ccc(NC(=O)C(Cc2ccccc2)NC(=O)C2CCCCC2)cc1 (centres undefined)	4	8	2	-2	4	-1	5	3	2
9	Cc1c(Cl)cccc1NC(=O)Cn1cc(C(F)(F)F)cc(Cl)c1=O	14	16	-11	-3	-11	-2	2	25	0
10	CC(=O)NN1C(=O)c2ccc(Oc3ccc([N+](=O)[O-])cc3)cc2C1=O	-3	1	-41	-2	-4	2	3	-25	0
11	Cc1cc2oc(C(=O)NCc3ccc(S(N)(=O)=O)cc3)c(C)c2cc1C	9	21	2	-1	-4	4	-4	0	2
12	Cc1cc(NC(=O)COC(=O)C2CCCN2C(=O)c2cccs2)no1 (centres undefined)	13	1	-11	2	-11	1	2	2	0
13	Cc1ccc(-c2c[n+](CC(=O)Nc3nc(-c4ccc(F)cc4)cs3)c3n2CCC3)cc1	-15	0	-55	-4	-8	8	4	-19	1
14	Cc1cc2n(n1)C(c1cn(-c3ccccc3)nc1C)Nc1c(C)cccc1-2 (centres undefined)	4	-8	7	4	5	6	2	5	-2
15	Cc1cc(NCCCn2ccnc2)n2c(nc3ccccc32)c1C#N	-9	64*	-5	30	-3	4	4	-19	13
16	Cc1ccc2occ(C(c3nnnn3Cc3ccccc3)N3CCOCC3)c(=O)c2c1 (centres undefined)	4	1	-8	0	-4	-2	3	6	-2
17	O=C(c1cc2cc(Cl)ccc2oc1=O)N1CCCC1	3	7	-16	-2	-2	-3	2	2	-2
18	CC(c1nnnn1C(C)(C)C)N(Cc1cccnc1)Cc1ccccc1Cl (centres undefined)	-6	1	-15	-2	2	2	-9	-1	-1
19	Cc1ccc(NNC(=O)c2cccs2)cc1Cl	-11	15	-11	-1	2	nt	1	-7	1
20	CCOC(=O)CC(NC(C)=O)c1ccc([N+](=O)[O-])cc1 (centres undefined)	12	-4	-15	1	-10	2	-5	-26	-3
21	NNC(=O)c1cccc(Cn2cc(Br)c([N+](=O)[O-])n2)c1	11	26	1	2	-13	nt	4	15	2
22	CCN1CC(CN(C)Cc2cn(-c3ccc(C)cc3)nc2-c2ccc(F)cc2)CC1=O (centres undefined)	-9	21	1	-4	-4	9	-4	0	-4
23	CC(=O)CSc1ncnc2scc(-c3ccc(F)cc3)c12	-12	-16	-1	-2	2	12	2	-23	-2
24	O=c1c2[nH]c3ccccc3c2nc2n1CCS2	4	24	-7	4	-4	-1	4	1	1
25	O=C(NCCN1CCOCC1)c1ccc2c(c1)N(Cc1ccccc1F)C(=O)CS2	-13	-2	-11	0	-3	3	0	9	-2
26	O=C(C1CCCN(S(=O)(=O)c2cccs2)C1)N1CCN(C2CCCCC2)CC1 (centres undefined)	3	0	1	2	-6	3	-1	2	2
27	NC(=O)c1ccc(-c2ccc(Br)cc2)o1	1	0	-12	2	-2	-4	0	-3	7
28	CCOc1ccc(CN2CCN(Cc3ccc(C)o3)CC2CCO)cc1 (centres undefined)	-15	24	-10	-4	0	2	2	-7	2
29	O=C(CCCCCN1C(=O)C2C3C=CC(C3)C2C1=O)Nc1nccs1 (centres undefined)	12	9	3	1	-10	0	-10	9	3
30	O=C(NC1CCCCCC1)C1CCN(S(=O)(=O)c2ccc(F)cc2)CC1	9	0	-26	-28	-6	4	1	-7	-4
31	O=C1c2cccc3c([N+](=O)[O-])ccc(c23)C(=O)N1CCc1ccccn1	-31	19	-20	-2	-5	nt	1	9	-5
32	Cc1nn(CC(=O)NCc2ccccc2Cl)c(C)c1[N+](=O)[O-]	-7	1	9	-3	-2	10	2	9	0
33	Cc1cccc(-n2c(SCC(N)=O)nc3c(c2=O)C2(CCCC2)Cc2ccccc2-3)c1	39*	2	-3	1	-8	-8	-1	48*	-1
34	COc1ccc(/C=C/C(=O)Nc2cc(C(F)(F)F)ccc2Cl)cc1OC	-12	1	-13	-1	-3	0	2	-40	-1
35	O=C(NCc1ccccn1)c1ccc2nc(-c3ccco3)c(-c3ccco3)nc2c1	6	25	-11	-16	-1	1	9	5	2
36	O=C(Nc1cccc(O)c1)c1ccccc1	11	7	-2	6	1	-2	4	-1	2
37	Cc1[nH]c(=O)[nH]c(=O)c1S(=O)(=O)N1CCCC(C(=O)NCCC2=CCCCC2)C1 (centres undefined)	-7	25	4	-1	2	2	3	-14	-3
38	CCc1ccccc1N(C(=O)Cn1nnc2ccccc21)C(C(=O)NCCOC)c1ccco1 (centres undefined)	-7	1	-8	-2	-11	3	-6	-16	-1
39	CCC1CSC(Nc2ccc(C(=O)/C=C/c3ccc(OC)c(OC)c3)cc2)=N1 (centres undefined)	4	5	-18	-38	-18	-6	-4	-11	-17
40	CCCNC(=O)c1onc(CSc2ccc(F)cc2)c1C(=O)NCCC	nt	21	-11	-2	nt	nt	nt	nt	0
41	Cc1cccc(OCCNC(=O)c2cc(-n3cnnc3)ccc2Cl)c1	-2	-1	-3	-8	-3	5	-4	12	1
42	Cc1noc(C)c1COC(=O)[C@@H](NC(=O)c1ccccc1)C(C)C	-9	13	0	-5	-12	4	0	-8	0
43	COc1cccc(C2C3=C(CCCC3=O)Nc3[nH]n(-c4ccccc4)c(=O)c32)c1 (centres undefined)	7	21	-5	0	-2	9	7	1	-3
44	Cc1c(NC(=O)C(C)OC(=O)c2cc(-c3cccc4ccccc34)nc3ccccc23)c(=O)n(-c2ccccc2)n1C (centres undefined)	7	3	nt	-14	-8	-2	-2	12	-12
45	CCOC(=O)C1CCN(c2c(NCc3ccc(C(=O)NCCC(C)C)cc3)c(=O)c2=O)CC1	-7	2	-24	-2	-4	6	3	0	-2
46	CCN(CC)CCCN(Cc1cc2cc3c(cc2[nH]c1=O)OCCO3)C(=O)Nc1ccc(F)cc1	2	2	-8	-8	-3	1	0	-16	3
47	C/C(=C(\C#N)C(=O)NC1CCCCC1)N(C)C	0	0	20	-3	2	1	4	18	0
48	COc1cccc(OCc2nnc(-c3cccs3)o2)c1	-5	18	0	1	-11	6	5	-7	-2

Eleven structures already listed, sorted by molecular weight, lowest first.
item	canonical_smiles	NPY-Y2 PAM-ag	Hck Nef HTS	Mdm2 ligase inh	Runt-SMMHC FRET	RBBP9 inhibitor	NPY-Y1 antag	p97 inhibitor	NPY-Y1 PAM-ag	Runt-CBFb FRET
36	O=C(Nc1cccc(O)c1)c1ccccc1	11	7	-2	6	1	-2	4	-1	2
47	C/C(=C(\C#N)C(=O)NC1CCCCC1)N(C)C	0	0	20	-3	2	1	4	18	0
42	Cc1noc(C)c1COC(=O)[C@@H](NC(=O)c1ccccc1)C(C)C	-9	13	0	-5	-12	4	0	-8	0
41	Cc1cccc(OCCNC(=O)c2cc(-n3cnnc3)ccc2Cl)c1	-2	-1	-3	-8	-3	5	-4	12	1
40	CCCNC(=O)c1onc(CSc2ccc(F)cc2)c1C(=O)NCCC	nt	21	-11	-2	nt	nt	nt	nt	0
35	O=C(NCc1ccccn1)c1ccc2nc(-c3ccco3)c(-c3ccco3)nc2c1	6	25	-11	-16	-1	1	9	5	2
39	CCC1CSC(Nc2ccc(C(=O)/C=C/c3ccc(OC)c(OC)c3)cc2)=N1 (centres undefined)	4	5	-18	-38	-18	-6	-4	-11	-17
37	Cc1[nH]c(=O)[nH]c(=O)c1S(=O)(=O)N1CCCC(C(=O)NCCC2=CCCCC2)C1 (centres undefined)	-7	25	4	-1	2	2	3	-14	-3
38	CCc1ccccc1N(C(=O)Cn1nnc2ccccc21)C(C(=O)NCCOC)c1ccco1 (centres undefined)	-7	1	-8	-2	-11	3	-6	-16	-1
46	CCN(CC)CCCN(Cc1cc2cc3c(cc2[nH]c1=O)OCCO3)C(=O)Nc1ccc(F)cc1	2	2	-8	-8	-3	1	0	-16	3
44	Cc1c(NC(=O)C(C)OC(=O)c2cc(-c3cccc4ccccc34)nc3ccccc23)c(=O)n(-c2ccccc2)n1C (centres undefined)	7	3	nt	-14	-8	-2	-2	12	-12

The results go on:
item	canonical_smiles	NPY-Y2 PAM-ag	Hck Nef HTS	Mdm2 ligase inh	Runt-SMMHC FRET	RBBP9 inhibitor	NPY-Y1 antag	p97 inhibitor	NPY-Y1 PAM-ag	Runt-CBFb FRET
49	CCc1cccc(CC)c1NC(=O)C1CN(S(=O)(=O)c2ccccc2)CCN1S(=O)(=O)c1ccccc1 (centres undefined)	2	2	-7	4	-5	3	0	-8	1
50	Cc1nn(Cc2ccc(C(=O)NN)o2)c(C)c1Cl	-17	1	-8	0	-2	nt	-4	-6	2
51	O=C(NNC(=S)Nc1ccc(Cl)cc1)c1ccccc1OC(F)F	-8	6	6	1	-5	4	3	-20	7
52	COc1cccc(/C=N/NC(=O)CN2CC(c3ccccc3)CC2=O)c1OC (centres undefined)	-15	4	15	-3	-2	4	2	-7	0
